Spn PMK inh: inhibitors of Streptococcus pneumoniae phosphomevalonate kinase | purified PMK, PK/LDH-coupled NADH absorbance 340 nm | inhibition, % at 10 µM | actives 0.49% (n = 65,000);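 active = top-ranked compounds by inhibition in the single 10 µM screen, taking a fixed number of the strongest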;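 note: 0% = full reaction with DMSO carrier and 100% = background rate without enzyme reaction; no value below 0 was filed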
HT1080 viability: cytotoxicity in HT1080 fibrosarcoma cells, cell-based, fluorescence readout (AID 620). cytotoxicity, % at 10 µM; hits with a dose series show EC50 in µM. HT1080 viability, fluorescence; higher % means a stronger effect. actives 0.42% (n = 87,000);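 note: cells exposed to compound overnight then 4 h with Alamar Blue; 0% = vehicle DMSO and 100% = killing control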
HPDE-C7K KRASV12: cytotoxicity in KRAS-transformed pancreatic duct cells, primary screen, cell-based, fluorescence, HTS (AID 431); actives 1.7% (n = 63,000); HPDE-C7K KRASV12 cells, Alamar Blue viability, 48 h; higher % means a stronger effect; one-dose cytotoxicity, % at 10 µM; EC50 in µM for titrated hits;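 active = compounds whose percent cytotoxicity in the single-dose primary screen, scaled between solvent and toxic-drug controls, exceeds 50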;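 note: 0% = DMSO solvent wells and 100% = doxorubicin-treated wells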
TNAP inhibition: human TNAP enzyme inhibitors, biochemical, luminescent (AID 518) | purified TNAP enzyme, luminescent substrate readout; higher % means a stronger effect | one-dose inhibition, % at 20 µM; IC50 in µM for titrated hits | actives 0.09% (n = 64,000); in the data active = a potency from the dose series; inactive = the rest, 99 in 100 with inhibition below about 22%;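 note: plate controls were vehicle for no effect and reference inhibitor for full effect; many of its hits are not listed in these tables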
DPM-DC inhibit: inhibitors of Streptococcus pneumoniae diphosphomevalonate decarboxylase. AID 556. actives 0.49% (n = 65,000). purified DPM-DC, PK/LDH coupled NADH fluorescence. calls only at 10 µM;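 active = the 320 compounds with the highest percent inhibition in the single-dose primary screen, excluding strongly autofluorescent ones, cut at about 32% in these data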;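 note: kinetic rate of NADH fluorescence loss reporting ADP formed by the decarboxylase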
MK inhibit: blocks S. pneumoniae mevalonate kinase. purified MK, PK/LDH-coupled NADH absorbance 340 nm. inhibition, % at 10 µM. actives 0.48% (n = 65,000);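 active = ranked among the strongest by inhibition in the single 10 µM screen, a fixed top-ranked set picked for dose follow-up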; note: no value below 0 was filed
Bfl-1 displacement: Bfl-1 inhibitors, primary screen, biochemical, fluorescence polarization, FITC-Bid, mouse (AID 432); FITC-Bid BH3 peptide fluorescence polarization displacement; higher % means a stronger effect; one-dose displacement, % at 20 µM; IC50 in µM for titrated hits; actives 0.02% (n = 64,000); in the data active = a potency from the dose series; inactive = the rest, 99 in 100 with displacement below about 15%; note: strong numbers were not always called active
HPDE-C7 viability: HPDE-C7 pancreatic duct cell viability loss – fluorescence, HTS (AID 430) | HPDE-C7 pancreatic duct cells viability, fluorescence; higher % means a stronger effect | one-dose cytotoxicity, % at 10 µM; EC50 in µM for titrated hits | actives 1.8% (n = 63,000);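 note: cells exposed to compound for 48 hours before viability readout; 0% = vehicle and 100% = reference cytotoxic drug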
LYP phosphatase: LYP phosphatase inhibitors, primary screen, biochemical, DiFMUP fluorescence, recombinant catalytic domain, 10 µM (AID 606) | inhibition, % at 10 µM; hits with a dose series show IC50 in µM | recombinant LYP catalytic domain, DiFMUP fluorescence; higher % means a stronger effect | 52,000 tested, under 10 active;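 active = IC50 under 40 µM in the dose-response test; inactive = IC50 of 40 µM or more, or never dose-tested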
Spn PMK inh pilot replicates: recorded beside Spn PMK inh, whose call it bears; inhibition, %; measured here: pilot screen replicates
MK inhibit pilot replicates: also measured in MK inhibit; calls as there; inhibition, %; measured here: pilot screen replicates
DPM-DC inhibit pilot screen %: second read-out of DPM-DC inhibit, no call of its own (marks repeat the call); inhibition, %; measured here: pilot screen trials
Active calls of the source: *; i = inactive; · = not tested or not shown; + = active, no number. Cut-off read from the data, not from the text of the source, unless noted: active = cytotoxicity above about 50%; inactive = the rest.

SMILES	Spn PMK inh	HT1080 viability	HPDE-C7K KRASV12	TNAP inhibition	DPM-DC inhibit	MK inhibit	Bfl-1 displacement	HPDE-C7 viability	LYP phosphatase	others
O=C(Nc1cccnc1)c1cccc(S(=O)(=O)N2CCOCC2)c1	0	4%	-14%	9%	i	3	-4%	-3%	10%
O=C(CN1C(=O)COc2ccccc21)N1CCN(c2ccccc2F)CC1	5	23%	-4%	8%	i	4	0%	-6%	8%
CCCCOc1ccc(CN2CCC(O)CC2)cc1	9	3%	28%	9%	i	41*	0%	16%	1%
O=C(O)c1ccc(NS(=O)(=O)c2cc(C(=O)O)ccc2Br)cc1	4	-3%	-10%	0%	i	8	-1%	-9%	13%
O=C(NCc1ccccc1Cl)C1CCCN(S(=O)(=O)c2cnc[nH]2)C1 (stereo unspecified)	2	0%	-7%	0%	i	2	-1%	-13%	3%
CCOC(=O)CSc1n[nH]c(-c2ccco2)n1	13	4%	-3%	24%	i	6	1%	22%	5%
COc1ccc(-n2c(Cc3cc(=O)[nH]c(=O)[nH]3)nnc2SCc2ccccc2)cc1	4	-6%	1%	18%	i	8	3%	1%	6%
Cc1ccc(C)n1NC(=O)c1ccccc1Cl	5	2%	-2%	3%	i	10	0%	-12%	-3%
Cc1nnc(NC(=O)Nc2cccc(Cl)c2)s1	16	1%	12%	14%	i	0	-8%	3%	8%	Spn PMK inh pilot replicates=3.0;MK inhibit pilot replicates=0.0;DPM-DC inhibit pilot screen %=0.0
Cc1nn(C(=O)c2cccnc2)c(C)c1C	8	-1%	-28%	0%	i	0	-5%	-13%	20%
COC(=O)c1cn(C(=O)OC)c2ccccc12	0	9%	1%	9%	i	3	-7%	-1%	17%	Spn PMK inh pilot replicates=1.0;MK inhibit pilot replicates=3.0;DPM-DC inhibit pilot screen %=1.0
Cc1sc(NC(=O)c2ccco2)c(C(c2ccncc2)N2CCOCC2)c1C (stereo unspecified)	13	-8%	-9%	2%	i	0	-7%	-8%	6%
COc1ccc(OCC(O)Cn2c(Br)nc3c2c(=O)[nH]c(=O)n3C)cc1 (stereo unspecified)	11	2%	10%	22%	i	0	1%	-4%	-6%	Spn PMK inh pilot replicates=0.5;MK inhibit pilot replicates=0.0;DPM-DC inhibit pilot screen %=1.0
Cc1nn(-c2ccccc2)c2[nH]c(=O)c(CNCCN3CCOCC3)cc12	14	-9%	-24%	5%	i	5	-2%	-32%	·
O=S(NCc1ccco1)C12CC3CC(CC(C3)C1)C2 (stereo unspecified)	1	31%	-11%	7%	i	16	4%	-17%	·	Spn PMK inh pilot replicates=7.5;MK inhibit pilot replicates=1.0;DPM-DC inhibit pilot screen %=0.5
COc1ccc(-c2nc(CSCC(=O)N3CCc4ccccc43)c(C)o2)cc1OC	24	-4%	-2%	10%	i	0	-9%	1%	·
O=C(C1CCCCC1)N1CCC(c2nc3c(nnn3Cc3c(F)cccc3Cl)c(=O)[nH]2)CC1	9	0%	-9%	16%	i	3	2%	-4%	·	Spn PMK inh pilot replicates=2.5;MK inhibit pilot replicates=0.5;DPM-DC inhibit pilot screen %=2.0
CC1CCCCC1NC(=O)CSc1nc2ccccc2c(=O)n1Cc1ccco1 (stereo unspecified)	7	-8%	-7%	2%	i	8	-4%	0%	1%
CCCCn1nnnc1NCc1cc(OC)c(OC)c(OC)c1	5	-7%	-9%	8%	i	7	-12%	-12%	3%
O=C(C1CC1)N1CCc2cc(S(=O)(=O)NC3CCN(Cc4ccccc4)CC3)ccc21	5	7%	5%	10%	i	8	4%	5%	-4%
Cc1cc(C(=O)CSCCCn2c(=O)[nH]c3ccccc32)c(C)n1C	12	-5%	20%	13%	i	8	-4%	10%	-22%	Spn PMK inh pilot replicates=6.0;MK inhibit pilot replicates=0.0;DPM-DC inhibit pilot screen %=0.0
CCn1c(-c2ccc(N(C)C)cc2)nc2ccccc21	7	-3%	·	13%	·	4	-3%	·	-5%
CC(=O)c1c(C)nc2nonc2c1N	16	-1%	2%	4%	i	0	4%	4%	-2%
Cc1cc(C)c(C#N)c(SCC2COc3ccccc3O2)n1 (stereo unspecified)	7	14%	14%	16%	i	2	0%	0%	10%
COc1ccccc1NC(=O)CN1CCC(n2c(C)nc3cc(F)ccc32)CC1	6	-2%	-6%	11%	i	9	-4%	2%	·

A draw from above in order of molecular weight, highest first:
SMILES	Spn PMK inh	HT1080 viability	HPDE-C7K KRASV12	TNAP inhibition	DPM-DC inhibit	MK inhibit	Bfl-1 displacement	HPDE-C7 viability	LYP phosphatase	others
O=C(CN1C(=O)COc2ccccc21)N1CCN(c2ccccc2F)CC1	5	23%	-4%	8%	i	4	0%	-6%	8%
CCOC(=O)CSc1n[nH]c(-c2ccco2)n1	13	4%	-3%	24%	i	6	1%	22%	5%
COC(=O)c1cn(C(=O)OC)c2ccccc12	0	9%	1%	9%	i	3	-7%	-1%	17%	Spn PMK inh pilot replicates=1.0;MK inhibit pilot replicates=3.0;DPM-DC inhibit pilot screen %=1.0

(further entries)
SMILES	Spn PMK inh	HT1080 viability	HPDE-C7K KRASV12	TNAP inhibition	DPM-DC inhibit	MK inhibit	Bfl-1 displacement	HPDE-C7 viability	LYP phosphatase	others
COC(=O)CCC(=O)Nc1cccc(Cl)c1	15	-3%	6%	7%	i	10	1%	-6%	11%	Spn PMK inh pilot replicates=0.5;MK inhibit pilot replicates=8.0;DPM-DC inhibit pilot screen %=0.0
CC(=O)NC12CC3CC(C1)CC(C(=O)OCC(=O)Nc1ncc(Cl)c(C)c1Cl)(C3)C2	14	-2%	5%	10%	i	0	-1%	-7%	4%
CCOC(=O)C1CCCN(c2c(NCCCN3CCCC(C)C3)c(=O)c2=O)C1 (stereo unspecified)	1	-2%	-8%	1%	i	9	9%	-3%	-1%
CC(C)Oc1ccc(C2NC(=O)NC2=O)cc1 (stereo unspecified)	10	-25%	-9%	7%	i	9	-1%	-21%	-17%
CC1=C(C(=O)OC(C)C)C(C)C(C(=O)OC(C)C)=C(C)N1	15	5%	18%	8%	i	15	2%	16%	-11%
CN(C(=O)CN1CCC(NC(=O)C2CCCCC2)CC1)C1CCCCC1	8	-8%	20%	-3%	i	0	-9%	17%	·
c1ccc(Cn2nnnc2C(c2cccs2)N2CCCCCC2)cc1 (stereo unspecified)	17	-12%	-25%	3%	i	8	-4%	-17%	5%
Cc1ccccc1-n1c(Cn2c(=O)sc3ccccc32)nnc1SCC(=O)Nc1nccs1	0	0%	-6%	1%	i	4	-3%	-16%	·
O=C(Cn1cnc2c(cnn2-c2ccc(F)cc2)c1=O)OCc1ccccc1	14	32%	-4%	6%	i	8	-4%	-9%	16%
O=C(C1CCC1)N(CCc1ccccc1)Cc1nc2ccccc2c(=O)[nH]1	8	-9%	5%	7%	i	32	-5%	-3%	·
CN(C1CCCCC1)S(=O)(=O)c1ccc(S(=O)(=O)N2CCCC2)cc1	6	2%	1%	9%	i	3	2%	-2%	8%	Spn PMK inh pilot replicates=0.0;MK inhibit pilot replicates=0.0;DPM-DC inhibit pilot screen %=0.0
CCOCC(=O)NCc1ccc2c(c1)cc(C)n2C	2	·	8%	5%	i	0	4%	-4%	7%
CC(=O)Nc1ccc(S(=O)(=O)Nc2nc3n(n2)C(c2ccccc2)CC(=O)N3)cc1 (stereo unspecified)	4	2%	5%	21%	i	9	-6%	4%	6%	Spn PMK inh pilot replicates=0.0;MK inhibit pilot replicates=0.0;DPM-DC inhibit pilot screen %=0.0
Cc1c(S(=O)(=O)Nc2ccc3c(c2)OCCO3)c(=O)n(C)c(=O)n1C	2	·	6%	5%	i	11	5%	10%	5%
CCOC(=O)C1CCN(C(=O)C2CCN(S(=O)(=O)c3c(C)noc3C)CC2)CC1	11	·	-16%	-2%	i	0	-4%	-11%	8%
CC1(C)Nc2ccc(O)cc2-c2c1ssc2=S	0	-1%	88%*	17%	i	4	-6%	67%*	2%
O=C1CC(c2ccccc2)CC(O)=C1C=NCCCN1CCOCC1 (stereo unspecified)	14	1%	17%	11%	i	0	-2%	17%	0%	Spn PMK inh pilot replicates=1.5;MK inhibit pilot replicates=1.0;DPM-DC inhibit pilot screen %=0.0
C=C1CSc2nc(=O)c3c4c(sc3n21)CCCC4	0	19%	31%	10%	i	4	2%	31%	4%
CCOC(=O)c1c(C)[nH]c(C(=O)COC(=O)c2ccccc2NC(=O)c2ccco2)c1C	15	-10%	-1%	2%	+	0	2%	5%	·
COc1cccc(-c2nc(S(=O)(=O)c3ccccc3)c(N3CCOCC3)o2)c1	14	0%	9%	4%	i	7	-7%	8%	4%
O=C(COc1ccccc1)Nc1nn[nH]n1	4	2%	-1%	12%	i	3	2%	2%	12%
COCCCn1c2nc3ccccc3nc2c2c(=O)n(-c3ccccc3OC)cnc21	12	-2%	-5%	13%	i	7	-1%	-8%	1%	Spn PMK inh pilot replicates=0.0;MK inhibit pilot replicates=0.0;DPM-DC inhibit pilot screen %=20
CCNc1nc(NCC)nc(OCCNS(=O)(=O)c2cc(C)ccc2C)n1	0	-3%	-2%	8%	i	4	7%	-6%	10%
COc1cccc(Oc2cn[nH]c2-c2ccc(O)cc2O)c1	11	55%*	44%	14%	i	6	14%	36%	-4%	Spn PMK inh pilot replicates=1.0;MK inhibit pilot replicates=4.5;DPM-DC inhibit pilot screen %=3.0
CCCCn1c(SCC(=O)N2CC(=O)Nc3ccccc32)nnc1-c1ccoc1C	12	4%	1%	8%	i	17	-7%	16%	-8%	Spn PMK inh pilot replicates=2.5;MK inhibit pilot replicates=1.5;DPM-DC inhibit pilot screen %=1.0

Next part:
SMILES	Spn PMK inh	HT1080 viability	HPDE-C7K KRASV12	TNAP inhibition	DPM-DC inhibit	MK inhibit	Bfl-1 displacement	HPDE-C7 viability	LYP phosphatase	others
CCOC(=O)C1C(=O)NC(N2CCCCC2)=NC1c1ccco1 (stereo unspecified)	4	-4%	-7%	7%	i	6	-2%	-11%	·
Cc1cccnc1NCC(O)COc1ccccc1 (stereo unspecified)	0	·	-7%	9%	i	1	-1%	-2%	2%
COc1cc(OC)cc(C(=O)Nn2c(C)nc3ccccc3c2=O)c1	6	-3%	-15%	7%	i	8	7%	-19%	-12%
N#CC1=C(Nc2ccc(Br)cc2)CCC1	1	0%	2%	2%	i	6	3%	-4%	-4%
O=C(OCC(=O)N1c2ccccc2Sc2ccccc21)C1CC(=O)N(Cc2ccco2)C1 (stereo unspecified)	15	-5%	2%	5%	i	3	-1%	-12%	13%
N#CCSc1nnc2sc3ccccc3n12	5	-4%	8%	8%	i	4	2%	0%	6%
CCC1(C)Cc2c(C#N)c(N)n(N)c(=S)c2CO1 (stereo unspecified)	0	4%	4%	8%	i	9	-7%	-10%	-1%	Spn PMK inh pilot replicates=2.0;MK inhibit pilot replicates=0.0;DPM-DC inhibit pilot screen %=2.0
CCc1cccc(NC(=O)c2ccc(NS(=O)(=O)c3c(C)noc3C)cc2)c1	6	-1%	23%	3%	i	7	-1%	37%	·
C=CCNC(=O)CCCCCNS(=O)(=O)c1ccc(OC)cc1	4	-5%	·	13%	i	0	-10%	·	5%
CC(C)Oc1c(Cl)cc(CNC(C)(C)CO)cc1Cl	0	2%	1%	5%	i	1	-7%	-12%	8%
O=C(NC1CCCCCC1)C1CCN(C(=O)Cc2ccccc2)CC1	6	3%	-3%	7%	i	0	1%	-2%	5%

This is a random part of the collection, and some 3.4% of all compounds hit somewhere here.
